Assay outcomes from PubChem.
CHRM1 antagonist = human CHRM1 antagonism; CHO-K1 hM1, Fluo-8 calcium fluorescence, ACh EC80 antagonist; inhibition, % at 3 µM; P11229; 360,000 compounds, 1.3% hits;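 active = percent inhibition above its own plate's cutoff, namely the mean of that plate's compound wells plus 3 SD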;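 note: peak over basal fluorescence ratio during 140 s after agonist addition; 0% = ACh EC80 plus DMSO and 100% = DMSO alone without agonist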
Target sequence (P11229 whole entry, looked up): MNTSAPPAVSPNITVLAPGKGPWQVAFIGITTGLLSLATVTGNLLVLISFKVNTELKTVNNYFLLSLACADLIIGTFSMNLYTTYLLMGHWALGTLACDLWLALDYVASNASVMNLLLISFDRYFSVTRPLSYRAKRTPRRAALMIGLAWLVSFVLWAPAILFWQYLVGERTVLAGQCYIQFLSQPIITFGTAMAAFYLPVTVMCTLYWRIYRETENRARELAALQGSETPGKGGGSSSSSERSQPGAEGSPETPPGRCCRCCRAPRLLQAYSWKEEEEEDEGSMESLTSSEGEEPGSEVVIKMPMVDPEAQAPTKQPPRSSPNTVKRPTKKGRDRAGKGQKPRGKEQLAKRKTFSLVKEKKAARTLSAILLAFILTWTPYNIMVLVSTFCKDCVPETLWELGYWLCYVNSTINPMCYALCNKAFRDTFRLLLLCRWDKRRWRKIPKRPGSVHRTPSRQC
TAAR1 ag = agonists of human TAAR1. CHO RD-HGA16 TAAR1, Fluo-8 calcium fluorescence; vehicle wells 0%, saturating PEA agonist 100%. Q96RJ0. AID 624467. 360,000 compounds, 0.99% hits. activation, % at 3 µM;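 active = activation above the mean activation of all test compounds in the run plus 3 SD, cut at about 38% in these data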
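Assay system – CHO-derived RD-HGA16 cells with stable Gα16 and human TAAR1 · Compound dosing – one-point dosing at 3 µM (nominal) · Incubation – 17-24 h seeding, 75 min 37 °C dye, 30 min RT · Measured by – kinetic Fluo-8 calcium fluorescence · Control set – DMSO vehicle as 0%, PEA at EC100 as 100% · Repeats – single well for each compound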
CHO-K1 Ca antag = M1 antagonist counterscreen hit in parental CHO-K1 cells | 360,000 compounds, 0.6% hits | ATP-induced calcium, Fluo-8 fluorescence | inhibition, % at 3 µM;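 active = inhibition above a per-plate cutoff, the plate's mean sample inhibition plus 3 SD, cut at about 24% in these data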;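 note: 0% = DMSO plus EC80 ATP and 100% = DMSO alone without ATP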
TAAR1 antagonist = human TAAR1 antagonism; CHO RD-HGA16 TAAR1, Fluo-8 calcium fluorescence, antagonist; AID 624466; 360,000 compounds, 1.5% hits; inhibition, % at 3 µM; Q96RJ0;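 active = inhibition above a per-plate cutoff, the mean inhibition of test compounds on that plate plus 3 SD, cut at about 49% in these data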;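 note: 0% = DMSO plus EC80 beta-PEA response and 100% = DMSO alone without agonist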
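Test system – hTAAR1-expressing CHO RD-HGA16 cells, Gα16-coupled · Also added – β-PEA at EC80 concentration, post-compound challenge · Compound – 3 µM, single point · Incubation – dye loading 75 min at 37 °C, then 30 min room temperature · Measured by – Fluo-8 intracellular calcium dye fluorescence, real-time kinetic reads · Benchmarks – vehicle and agonist controls · Replicates – singlicate, one well per test compound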
M1 ag = agonists of human M1 muscarinic receptor. P11229. CHO-K1 hM1, Fluo-8 calcium fluorescence, agonist mode; 0% DMSO, 100% acetylcholine EC100. activation, % at 3 µM. 360,000 compounds, 0.33% hits. AID 588814;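 active = activation above the run's mean compound activation plus 3 SD, cut at about 16% in these data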;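 note: peak over basal fluorescence ratio within a 140 s kinetic read after compound addition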
OXTR potentiate = human OXTR potentiation; P30559; CHO-OTR cells, Fluo-8 calcium fluorescence, potentiator mode; 0% = oxytocin EC15, 100% = EC100; activation, % at 3 µM; 320,000 compounds, 0.061% hits; AID 2445;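 active = activation above that plate's cutoff, the mean activation of tested compounds plus 3 SD, cut at about 6.6% in these data, passing the limit was not always enough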;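 note: 100% uses oxytocin at 75 nM as the full agonist control; some results filed as inactive read as strong as hits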
Target sequence (P30559 whole entry, looked up): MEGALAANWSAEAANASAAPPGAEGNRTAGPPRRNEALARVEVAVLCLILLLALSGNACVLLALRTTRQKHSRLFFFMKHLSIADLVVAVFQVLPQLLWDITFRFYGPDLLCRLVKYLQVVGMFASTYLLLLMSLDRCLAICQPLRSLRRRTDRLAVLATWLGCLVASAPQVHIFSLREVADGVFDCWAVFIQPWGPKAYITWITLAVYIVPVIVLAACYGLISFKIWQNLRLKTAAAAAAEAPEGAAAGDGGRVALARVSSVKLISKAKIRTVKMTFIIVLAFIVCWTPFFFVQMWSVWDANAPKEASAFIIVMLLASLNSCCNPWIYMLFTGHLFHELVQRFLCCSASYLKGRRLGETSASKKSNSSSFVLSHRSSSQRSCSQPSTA
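Dosing: Single dose, 3.0 µM nominal final compound concentration | Material: Human OTR in CHO cells | Technique: Kinetic Fluo-8 calcium fluorescence | Benchmarks: EC15 oxytocin alone as 0%, 75 nM oxytocin as 100% | Probe or stimulus: Oxytocin at about EC15, sub-maximal agonist stimulus | Incubation: Compound 6 min at room temperature before oxytocin, 100 s read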
CHO-K1 Ca ag = M1 agonist counterscreen hit in parental CHO-K1 cells | Fluo-8 calcium fluorescence; scaled to maximal ATP response, vehicle zero | activation, % at 3 µM | 360,000 compounds, 0.48% hits; in the data active = activation above about 15%;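 note: untransfected CHO-K1 host cells lacking M1 receptor as counterscreen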
CHO parental Ca = counter-screen for OX1R antagonists: effect in parental CHO cells; AID 463079; 330,000 compounds, 0.63% hits; inhibition, % at 5.6 µM; parental CHO-K1, ATP-induced calcium, Fluo-8 fluorescence;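 active = inhibition above that plate's mean sample inhibition plus 3 SD, cut at about 26% in these data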;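 note: 0% = ATP-challenged DMSO wells and 100% = DMSO wells without ATP; some compounds past the cut are filed as inactive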
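Measured by: calcium-sensitive Fluo-8 fluorescence / Test system: CHO parental line / Controls: ATP-challenged DMSO wells low, unchallenged DMSO wells high / Measure: % inhibition / Compound: single nominal dose of 5.6 µM per compound / Replicates: single well per compound, no replicates / Reagent: ATP as calcium-mobilizing challenge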
CHO-K1 Ca PAM = counter-screen for M1 PAMs: effect in parental CHO-K1 cells. ATP EC20, Fluo-8 calcium fluorescence; 0% at ATP EC20, 100% at ATP max. activation, % at 3 µM. 360,000 compounds, 0.02% hits. AID 602247;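 active = activation above the run cutoff, the mean activation of all test compounds plus 3 SD, cut at about 40% in these data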;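 note: peak over basal fluorescence ratio in a 140 s read after ATP addition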
Numbers without * were called inactive; nt = not tested or not shown. Outcome played no part in choosing rows; overall some 4.2% were active at least once.

SMILES | CHRM1 antagonist | TAAR1 ag | CHO-K1 Ca antag | TAAR1 antagonist | M1 ag | OXTR potentiate | CHO-K1 Ca ag | CHO parental Ca | CHO-K1 Ca PAM
NS(=O)(=O)c1ccc(NC(=O)c2ccc3c(c2)CCCC3)cc1 | -13 | 2 | -17 | -10 | -5 | 4 | -0.1 | -2 | 17
COc1ccc(Br)cc1CNC(=O)CCNC(=O)Cn1ccc2ccccc2c1=O | 8 | -1 | -6 | -7 | -2 | 8 | 1.9 | -2 | -5
CCN(CC)CCCNC(=O)c1cn(CC)c2ccc(S(=O)(=O)N(C)C3CCCCC3)cc2c1=O | -7 | 0 | -8 | -8 | -4 | 2 | 1.2 | -4 | 8
CCCN1CCN(C(=O)c2oc3ccccc3c2NC(=O)C2CC2)CC1 | -11 | 2 | 5 | -23 | -8 | -9 | 0.4 | -8 | 10
COc1ccc(-c2cc3cc(C(=O)O)ccn3c2C(=O)c2ccccc2)cc1 | 0 | 0 | -12 | -25 | -8 | -4 | 0.1 | -6 | 4
O=C(O)c1ccc(CSc2n[nH]c(-c3ccco3)n2)cc1 | -5 | 2 | 3 | 6 | -2 | -4 | -0.2 | -1 | 11
COc1ccc(NC(=O)CN2CCN(CC(=O)Nc3ccc(F)cc3)CC2)cc1Cl | 11 | 7 | 5 | -8 | 0 | -7 | 9.2 | -14 | 8
COCCCNC1CS(=O)(=O)CC1O (stereo not given) | 3 | 0 | -1 | -12 | -3 | -2 | 1.0 | 3 | 12
Cc1ccc(NC(=S)N(Cc2cccs2)Cc2cc3cccc(C)c3[nH]c2=O)cc1 | -12 | 6 | 3 | -28 | -4 | -4 | 7.4 | -23 | 14
O=C(OCc1cn([C@H]2CN(CC3CCCCC3)[C@@H](c3ccc(Cl)cc3)C[C@@H]2O)nn1)c1ccccc1 | -10 | 1 | 1 | -28 | -2 | nt | 0.4 | nt | 5
CC(C)(C)n1cnc2cc(NS(=O)(=O)c3ccc(Br)cc3)ccc21 | -16 | 18 | 6 | 24 | 5 | -22 | 6.6 | 58* | -4
O=C1Nc2ccccc2C(O)(C(=O)NC2CC2)N1c1ccc(Cl)c(Cl)c1 (stereo not given) | -7 | 0 | -15 | -2 | -2 | -10 | 0.5 | -15 | 23
CCOc1ccccc1NC(=O)C12CC3CC(C1)CC(c1ccc(C)cc1)(C3)C2 | -2 | -2 | -6 | 0 | -3 | 1 | 0.0 | -19 | 8
CC(C)(C)c1ccc(C(=O)NCc2nnc(SCC(=O)N3CCCc4ccccc43)n2-c2ccccc2)cc1 | -3 | 3 | -5 | -1 | -7 | 1 | 0.7 | -3 | 11
Cc1c(Cl)cccc1NC(=O)Nn1cnnc1 | -6 | 7 | 2 | 6 | 0 | nt | 1.4 | nt | -6

Shown with tabs: part of the list above.
structure	CHRM1 antagonist	TAAR1 ag	CHO-K1 Ca antag	TAAR1 antagonist	M1 ag	OXTR potentiate	CHO-K1 Ca ag	CHO parental Ca	CHO-K1 Ca PAM
COCCCNC1CS(=O)(=O)CC1O (stereo not given)	3	0	-1	-12	-3	-2	1.0	3	12
Cc1ccc(NC(=S)N(Cc2cccs2)Cc2cc3cccc(C)c3[nH]c2=O)cc1	-12	6	3	-28	-4	-4	7.4	-23	14
O=C(OCc1cn([C@H]2CN(CC3CCCCC3)[C@@H](c3ccc(Cl)cc3)C[C@@H]2O)nn1)c1ccccc1	-10	1	1	-28	-2	nt	0.4	nt	5
CC(C)(C)n1cnc2cc(NS(=O)(=O)c3ccc(Br)cc3)ccc21	-16	18	6	24	5	-22	6.6	58*	-4
O=C1Nc2ccccc2C(O)(C(=O)NC2CC2)N1c1ccc(Cl)c(Cl)c1 (stereo not given)	-7	0	-15	-2	-2	-10	0.5	-15	23
CCOc1ccccc1NC(=O)C12CC3CC(C1)CC(c1ccc(C)cc1)(C3)C2	-2	-2	-6	0	-3	1	0.0	-19	8
CC(C)(C)c1ccc(C(=O)NCc2nnc(SCC(=O)N3CCCc4ccccc43)n2-c2ccccc2)cc1	-3	3	-5	-1	-7	1	0.7	-3	11
Cc1c(Cl)cccc1NC(=O)Nn1cnnc1	-6	7	2	6	0	nt	1.4	nt	-6

(more compounds)
SMILES | CHRM1 antagonist | TAAR1 ag | CHO-K1 Ca antag | TAAR1 antagonist | M1 ag | OXTR potentiate | CHO-K1 Ca ag | CHO parental Ca | CHO-K1 Ca PAM
O=C(Nc1ccc(Cl)cc1)c1ccc2sc([C@@H]3O[C@H](CO)[C@@H](O)[C@H]3O)nc2c1 | -19 | 2 | -2 | -20 | -1 | nt | 1.1 | nt | 12
COc1ccc(OC)c(CNC(=O)C2CCN(S(=O)(=O)N3CCC(C)CC3)CC2)c1 | -7 | 0 | -9 | -3 | -3 | -17 | 1.3 | 1 | 8
COc1cc(C(=O)NC2=NCCS2)cc(OC)c1OC | -1 | 0 | -8 | 11 | -3 | 8 | 0.6 | -12 | 14
C/C(CC(=O)Nc1ccc(Br)cc1)=N\NC(=O)c1cccc(O)c1 | -12 | 7 | 5 | -11 | -3 | -4 | 0.3 | -9 | -17
CCOC(=O)c1cc2c(=O)n3ccccc3nc2n(C(C)C)c1=NC(=O)c1ccncc1 | 6 | 13 | 0 | 8 | -5 | -12 | 0.2 | -13 | -3
NC(=O)c1nsc(C(=O)N(Cc2ccccc2F)C(C(=O)NCC2CCCO2)c2ccc(F)cc2)c1N (stereo not given) | 0 | 9 | -14 | 22 | -2 | -13 | 7.5 | -13 | -4
CC(C)NS(=O)(=O)c1ccc(OCC(=O)NCCC2=CCCCC2)cc1 | -11 | 1 | -8 | 1 | -7 | 1 | 1.4 | -28 | 19
COCc1[nH]nc2c1C(c1ccc(OC)cc1)C(C#N)=C(N)O2 (stereo not given) | 0 | 11 | 12 | 10 | 1 | -1 | 0.2 | -2 | -6
CNC(=O)CN(C1CCCCC1)S(=O)(=O)c1ccc(F)cc1 | -10 | 1 | -2 | -9 | -5 | 4 | 0.5 | 0 | 13
COc1ccc(/C=C/C(=O)OCC(=O)NCCCc2ccccc2)cc1OC | -5 | 0 | -8 | 7 | -4 | -3 | 1.0 | -27 | 8
O=C(NNC(=O)C1CCCN(c2ncccn2)C1)c1ccncc1 (stereo not given) | -1 | 5 | -6 | 0 | -7 | 1 | 0.4 | 3 | 19
O=C(Nc1cccc(Cl)c1)C1CCCN(S(=O)(=O)c2cnc[nH]2)C1 (stereo not given) | -19 | 0 | -7 | -7 | -3 | 1 | 0.1 | -6 | 32
Cc1ccccc1-c1nsc(SCC(=O)c2ccc(Cl)cc2)n1 | -9 | 1 | -10 | 29 | -10 | 4 | 1.3 | -12 | 22
COc1cccc(C2CC(c3cccs3)=NN2C(=O)CSC2=NCCS2)c1OC (stereo not given) | -8 | 1 | -13 | -16 | -1 | -4 | 1.2 | -16 | 9
CCc1nc(SCc2ccccc2C#N)n[nH]1 | -13 | 6 | 9 | -13 | -3 | nt | 0.3 | nt | 5
CCOc1ccc(OCC(=O)Nc2ccc(S(N)(=O)=O)cc2)cc1 | -15 | 1 | -16 | 15 | 1 | -10 | 1.5 | -3 | 23
Cc1cc(C)cc(NC(=O)Cn2nnc3ccccc3c2=O)c1 | -2 | 4 | 7 | -7 | -1 | -1 | -0.1 | -19 | -4
COc1ccc(-c2noc(C)c2-c2ccc3ccccc3n2)c(O)c1 | 6 | 0 | 12 | 8 | -1 | -11 | 1.4 | -12 | 6
COc1ccccc1CNC(=O)C(C)n1cccc1C(=O)c1ccccc1 (stereo not given) | -6 | 1 | -9 | -40 | -10 | -10 | 2.2 | -16 | 13
CCOC(=O)c1c(NC(=O)CN2C(=O)C(=O)N(CC(C)C)C2=O)sc(C)c1CC | -13 | 1 | -8 | -19 | -3 | 2 | 0.9 | -28 | 23
CN(C(=O)CSc1nnc(-c2ccc(Cl)cc2)n1C)C1CCS(=O)(=O)C1 (stereo not given) | -7 | 0 | -20 | 5 | -9 | 0 | 0.6 | -8 | 13
O=C(NCCc1ccc(F)cc1)c1ccc2nccnc2c1 | 4 | 6 | -14 | 10 | -1 | -4 | 1.9 | -17 | 9
CC1CC(C)CN(c2nc3c(c(=O)n(C)c(=O)n3C)n2CCSc2nc3ccccc3o2)C1 (stereo not given) | -15 | -1 | -9 | -29 | -2 | nt | 0.7 | nt | 12
CCOC(=O)/C=C1\CC(C(=O)OCC)Oc2c(OC)cccc21 (stereo not given) | -4 | -1 | -11 | -27 | -5 | nt | -0.1 | -14 | 9
COc1ccc2sc(NC(C)=O)nc2c1 | -4 | 4 | -8 | 6 | -7 | -6 | 0.3 | 5 | 21
Cc1cccc(C(P(=O)(c2ccccc2)c2ccccc2)P(=O)(c2ccccc2)c2ccccc2)n1 | -6 | 4 | -2 | -4 | -4 | -8 | -0.1 | -13 | -2
Nc1nc(Cl)nc2c1ncn2C1CCC(CO)O1 (stereo not given) | -2 | 0 | -2 | 1 | -3 | nt | 0.3 | nt | 11
c1cc2c(cn1)cnc1cscc12 | -10 | 2 | -7 | -2 | -5 | -2 | -0.2 | -10 | 5
CCC(c1nnnn1Cc1ccc(F)cc1)N(CCCO)Cc1cc2cc3c(cc2[nH]c1=O)OCO3 (stereo not given) | -14 | 2 | -17 | 4 | -6 | -11 | 0.4 | -17 | 10
CC(=O)N1C[C@H]2CON(C)[C@H]2C[C@H]1c1cccc(-c2ccccc2)c1 | -13 | 9 | -3 | -4 | -3 | nt | 0.9 | nt | 23
O=C(NCc1ccc(F)cc1)c1cc(C2CCCCN2S(=O)(=O)c2ccccc2)on1 (stereo not given) | 0 | 2 | -4 | -13 | -3 | nt | 0.8 | nt | -10
Cc1nn(-c2ccc(F)cc2)c2sc(C(=O)OCC(=O)N3CCC(C)CC3)cc12 | 4 | 2 | 3 | -7 | -4 | 0 | 0.3 | -13 | 2
Cc1ccc(-c2ccnc(-c3ccc(O)cc3)n2)cc1 | -5 | -2 | -10 | 7 | -9 | -23 | -0.3 | -21 | 10
